D3 ag – qHTS of D3 Dopamine Receptor Agonist: qHTS. D(3) dopamine receptor (Homo sapiens), P35462. D3R DiscoveRx beta-arrestin cells, luminescence, 90 min. max activation, %. 410,000 tested, 0.58% active. AID 652048, 2013; in the data active means max activation above about 30%; further: 0% is about no effect; mostly tested at two doses, the higher about 12 µM
Target sequence (P35462 whole entry, looked up): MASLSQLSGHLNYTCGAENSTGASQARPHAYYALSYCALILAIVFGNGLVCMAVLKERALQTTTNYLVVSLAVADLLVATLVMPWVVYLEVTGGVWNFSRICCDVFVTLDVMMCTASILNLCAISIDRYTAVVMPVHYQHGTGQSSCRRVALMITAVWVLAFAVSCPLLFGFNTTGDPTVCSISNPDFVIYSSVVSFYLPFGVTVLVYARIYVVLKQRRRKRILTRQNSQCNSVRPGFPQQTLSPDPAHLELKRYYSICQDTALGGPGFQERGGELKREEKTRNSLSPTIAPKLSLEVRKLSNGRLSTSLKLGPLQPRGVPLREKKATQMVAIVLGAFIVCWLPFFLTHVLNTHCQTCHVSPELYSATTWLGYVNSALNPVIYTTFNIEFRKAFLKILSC
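Agonist mode: compounds and dopamine controls were applied to plated cells for 90 min at 37 degrees C after an overnight attachment at 1500 cells/well. Luminescent read-out followed 30 - 60 minutes at room temperature with DiscoveRx detection reagent.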
PTHR1 agonist – qHTS for PTHR1 Agonists: Primary Screen. HEK293 GP2 PTHR1 cells, GloSensor cAMP luminescence, 1 h. AID 743266, 2014. 410,000 tested, 0.075% active. Potency, µM (series often up to 115 µM), without a hit: at the top dose activation, most hits filed as activators; active means well fitted activation curve with a large enough effect; inconclusive means small, poorly fitted or top-dose-only effect, or another doubt; inactive means no such curve, though single readings can be large or run the other way; further: potency means the concentration at half of the fitted maximal effect; nearly all actives have a fitted effect of over 55% in size; some results filed as inactive show a strong effect at the top dose; inactives centre near -15; many of its hits are not listed in these tables
Target sequence (Q03431 whole entry, looked up): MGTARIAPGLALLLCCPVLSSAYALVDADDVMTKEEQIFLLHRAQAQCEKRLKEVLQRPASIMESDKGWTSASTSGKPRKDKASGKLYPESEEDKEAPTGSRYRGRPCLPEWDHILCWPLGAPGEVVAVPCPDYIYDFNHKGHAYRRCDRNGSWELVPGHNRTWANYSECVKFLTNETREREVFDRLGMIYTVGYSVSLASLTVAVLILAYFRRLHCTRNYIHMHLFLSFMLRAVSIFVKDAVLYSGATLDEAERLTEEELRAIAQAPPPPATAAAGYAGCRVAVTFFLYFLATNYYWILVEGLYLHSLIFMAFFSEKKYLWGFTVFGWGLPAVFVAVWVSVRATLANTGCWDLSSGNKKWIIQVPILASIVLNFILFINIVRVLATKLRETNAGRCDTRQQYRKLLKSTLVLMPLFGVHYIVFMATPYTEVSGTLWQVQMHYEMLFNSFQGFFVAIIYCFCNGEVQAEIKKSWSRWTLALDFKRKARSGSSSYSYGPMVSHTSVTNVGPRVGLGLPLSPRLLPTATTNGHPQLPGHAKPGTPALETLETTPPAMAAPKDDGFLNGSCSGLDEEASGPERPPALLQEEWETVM
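HEK-293-derived GP2 cells expressing PTHR1 and a GloSensor cAMP reporter, 3,000/well, plated overnight, given luciferin plus IBMX (each 0.5 mM as added) for 1 h at 37 °C, then compound for 1 h at 37 °C. Luminescence was read after 15 min at room temperature.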
Active calls of the source: *; i = inactive; ? = inconclusive; [ ] = remark or other dose. An excerpt, so the mix of outcomes need not match the whole.

mol,D3 ag,PTHR1 agonist
CCOCCCn1c(=N)c(C(=O)NCC2CCCO2)cc2c(=O)n3cccc(C)c3nc21 (stereo unspecified),1,i
Cc1cc(Br)ccc1NC(=O)c1sc2ncn(Cc3ccccc3Cl)c(=O)c2c1C,-2,?
Cc1ccc(-n2nc3c(=O)n(CC(=O)NCCC(C)C)nc(C)c3c2C)cc1,4,i
CN(Cc1ccccc1)C(=O)CN1C(=O)CSc2ccc(S(=O)(=O)N3CCOCC3)cc21,-6,i
Cc1ccc(-n2nc(CO)c(C(=O)NCc3ccccn3)n2)cc1,5,-3%
CCCc1cc(=O)oc2cc(C)c3c(-c4cccc(OC)c4)coc3c12,-10,-11%
O=C(Cc1ccccc1)Nc1c(C(=O)c2ccccc2)oc2ccccc12,4,-5%
CCc1cccc(NC(=O)C(Cc2ccccc2)n2cccc2)c1 (stereo unspecified),-8,-18%
Cc1ccccc1C(=O)N1CCC(c2nc3ccccc3s2)CC1,2,-14%
Cc1noc(-c2ccc(-c3noc(-c4cccc(Cl)c4)n3)cc2)n1,-9,0%
CCCS(=O)(=O)N1CC(=O)N(c2cccc(Cl)c2)C(C)(C(=O)NC2CCCCC2)C1 (stereo unspecified),-9,i
CSc1ccc(-c2nc3ccc(C)cn3c2Nc2ccccc2C)cc1,1,i
COc1ccc(CCNS(=O)(=O)c2cc(-c3onc(C)c3C)ccc2OC)cc1OC,9,-12%
Cc1ccc2oc(C(=O)Nc3ccc(S(=O)(=O)Nc4nc(C)cc(C)n4)cc3)cc(=O)c2c1,-4,-15%
Cc1cc(C)cc(NS(=O)(=O)c2ccc3[nH]cc(C(=O)NCCc4ccccc4)c(=O)c3c2)c1,-2,i
COc1ccc(C2C(C(=O)Nc3ccc(Cl)cc3)=C(C)Nc3nc(SCc4cccc(C)c4)nn32)cc1OC (stereo unspecified),3,-29%
CCOc1ccc(C(=O)Nc2ccc(Cl)c(-c3nc4cc(C)cc(C)c4o3)c2)cc1,4,-24%
CCc1ccc(NC(=O)c2ccc(F)c(S(=O)(=O)NC3CCCCCC3)c2)cc1,-9,i
CC(C)(C)C(=O)Cn1c(=O)n(-c2ccccc2)c(=O)c2c3c(sc21)CCC3,-5,i
O=C(NCc1ccc(Cl)cc1)C1CCCN(C(=O)c2cnn(-c3ccc(F)cc3)c2-n2cccc2)C1 (stereo unspecified),1,-20%
CCC1CCc2nc3sc(C(=O)Nc4ccc(F)cc4F)c(N)c3cc2C1 (stereo unspecified),-6,i
Cc1noc(Cn2c(=O)c3ccccc3n(CC(=O)Nc3ccc(Cl)cc3)c2=O)n1,-4,-2%
Cc1ccc2nc(-c3ccccc3F)c(Nc3ccc(Cl)cc3)n2c1,5,-34%[inhibitor]
COc1ccc(CNC(=O)CSc2ncc3c(n2)-c2cc(Cl)ccc2N(Cc2ccccc2)S3(=O)=O)cc1OC,-2,-5%
N#Cc1ccc(C(=O)Nc2ccccc2-c2nc3ccccc3s2)c(F)c1,0,?

In the list so far, these have a furan ring, fused or not:
mol,D3 ag,PTHR1 agonist
CCCc1cc(=O)oc2cc(C)c3c(-c4cccc(OC)c4)coc3c12,-10,-11%
O=C(Cc1ccccc1)Nc1c(C(=O)c2ccccc2)oc2ccccc12,4,-5%

(cont.)
mol,D3 ag,PTHR1 agonist
Cc1cccc(-n2c3c(cc(-c4nc(-c5ccc(Cl)cc5)cs4)c2=O)C(=O)CC(C)(C)C3)c1,-5,4%
CC(=O)c1ccc(NC(=O)Cn2c(-n3nc(C)cc3C)nc(C)c(C)c2=O)cc1,-7,-22%
COc1ccc(NC(=O)CCn2cccn2)cc1OC,2,i
COc1cc(-c2nnc(SCCOc3ccc(C)c(Cl)c3)o2)cc(OC)c1OC,1,-48%[inhibitor]
CCCCn1cc2c(c1-c1ccc(Cl)cc1)c(=O)n(C)c(=O)n2C,0,4%
Cc1oc2ncn(CC(C)C)c(=O)c2c1C(=O)Nc1cc(F)ccc1F,-2,i
Cc1cccc(OCC(=O)Nc2ccc(-c3nc4ccccc4o3)cc2)c1C,-6,-7%
CCNC(=O)C1CCCN(c2nn3cc(-c4ccc(C)cc4)nc3s2)C1 (stereo unspecified),-8,-90%[inhibitor]
CN(CC(=O)Nc1cccc(C(F)(F)F)c1)S(=O)(=O)c1cccs1,-4,-33%[inhibitor]
Cn1c(=O)oc2cc(S(=O)(=O)N3CCCC(C(=O)N4CCN(c5ccc(F)cc5)CC4)C3)ccc21 (stereo unspecified),8,-11%
COc1ccc(NC(=O)CC2C(=O)N(c3ccccc3)C(=O)N2CCC2=CCCCC2)cc1 (stereo unspecified),-7,i
CCCCN(CC)C(=O)c1c[nH]c2ccc(S(=O)(=O)Nc3cccc(OC)c3)cc2c1=O,-10,i
O=S(=O)(Nc1ccc2oc3c(c2c1)CCCC3)c1cc(Cl)ccc1Cl,8,i
Cc1c(C(=O)NCc2ccc(OC(C)C)cc2)sc2ncnc(N(C)C3CCCCC3)c12,-10,i
CCOc1ccc(-n2nc3ccc(NC(=O)c4ccc(OC)c(Cl)c4)cc3n2)cc1,-7,-14%
O=S(=O)(Nc1nc2ccccc2nc1Nc1ccccc1Br)c1ccccc1,-6,-9%
Cc1ccc(OCCn2c(CNc3ccccc3C)nc3ccccc32)cc1,-2,-75%[inhibitor]
Cc1ccc(N2C(=O)CSC23C(=O)Nc2ccccc23)cc1F (stereo unspecified),9,i
CCOc1ccccc1C(=O)NCc1ccc2c(c1)CCN2C(C)=O,-6,-19%
COc1cccc(Cn2c(-c3nonc3NC(C)=O)nc3ccccc32)c1,10,-32%[inhibitor]
Cc1nnsc1C(=O)Oc1ccc(C#N)cc1,5,2%
NC(=O)Cn1c(=O)n(CCCCCC(=O)NCc2ccccc2)c(=O)c2sccc21,2,i
COc1ccc(-n2c(=O)c3ccc(C(=O)NCc4ccc(C)cc4)cc3n(CC(=O)Nc3ccc(C)cc3)c2=O)cc1,-7,2%
O=C(Nc1cc(C(F)(F)F)ccc1Cl)c1cc(-c2ccc3c(c2)OCCO3)on1,2,-6%
CCc1nn(CC(=O)NCCCN(CC)CC)c(=O)c2cc3occc3n12,-27,i

For reference, part of the list above:
mol,D3 ag,PTHR1 agonist
NC(=O)Cn1c(=O)n(CCCCCC(=O)NCc2ccccc2)c(=O)c2sccc21,2,i
COc1ccc(-n2c(=O)c3ccc(C(=O)NCc4ccc(C)cc4)cc3n(CC(=O)Nc3ccc(C)cc3)c2=O)cc1,-7,2%
O=C(Nc1cc(C(F)(F)F)ccc1Cl)c1cc(-c2ccc3c(c2)OCCO3)on1,2,-6%
CCc1nn(CC(=O)NCCCN(CC)CC)c(=O)c2cc3occc3n12,-27,i

The listing continues:
mol,D3 ag,PTHR1 agonist
CC(C)c1noc(-c2ccccc2OCC(=O)Nc2ccccc2[N+](=O)[O-])n1,11,-21%
CSc1ccc(-c2nc3c(C)cccn3c2Nc2ccc3c(c2)OCCO3)cc1,2,i
CCc1ccc(NCc2cc3ccc(OC)cc3n(CC(=O)Nc3c(C)cc(C)cc3C)c2=O)cc1,4,-1%
Cc1[nH]c2ccccc2c1SCCNC(=O)c1ccc(F)cc1,-9,-72%[inhibitor]
CCCOc1ccc(-c2cc(C(F)(F)F)c(C#N)c(SCCC(=O)O)n2)cc1,2,i
CCOc1ccc(CCNC(=O)Cn2nnc(-c3ccc(C(F)(F)F)cc3)n2)cc1OCC,9,-3%
Cc1nc2c(C(=O)NCc3ccccc3)c[nH]n2c(=O)c1Cc1ccccc1Cl,1,-81%[inhibitor]
CCOC(=O)c1c(S(=O)(=O)N2CCCC(C(=O)Nc3cc(C)ccn3)C2)c(C)n(C)c1C (stereo unspecified),-11,i
CC(C)c1ccc(NC(=O)C2CCCN(S(=O)(=O)c3ccc4[nH]c(=O)ccc4c3)C2)cc1 (stereo unspecified),8,i
Cc1sc2ncn(CC(=O)N(C)c3cccc(C(F)(F)F)c3)c(=O)c2c1S(=O)(=O)N1CCN(c2ncccn2)CC1,1,-24%
O=C(Nc1ccc(F)c(F)c1)C(c1ccccc1)N1Cc2ccccc2C1=O (stereo unspecified),-9,-13%
CCOc1ccccc1NC(=O)CSc1nnc2[nH]c(=O)cc(-c3ccccc3)n12,2,27%
Cc1ccc(Oc2nc3ccccn3c(=O)c2/C=C(\C#N)c2nc3ccccc3s2)c(C)c1,3,i
CCN(c1ccc(OC)cc1)S(=O)(=O)c1ccc2[nH]c3c(c2c1)CCCCC3,8,-14%
Cn1cc(-c2cc3n(n2)CCC(=O)N3CCCC(=O)NCc2ccccc2Cl)c2ccccc21,-14,-7%
CCOC(=O)c1ccc(NC(=O)CSc2nc3c(c(=O)[nH]2)CN(Cc2ccccc2)CC3)cc1,-18,-24%
Cc1nn(CCC(=O)NCc2cccc(Br)c2)c(=O)c2nn(-c3ccccc3)c(C)c12,0,-3%
Cc1ccc2c(c1)N(C(=O)CCC(=O)NCc1ccccc1F)CC(C)O2 (stereo unspecified),-3,2%
Cc1cccc(NC(=O)c2ccc(Cn3nc(N4CCN(c5ccccc5)CC4)ccc3=O)o2)c1C,-1,-43%[inhibitor]
CC1CCN(S(=O)(=O)c2ccc3nc(-c4cccnc4)cc(C(=O)NCCCOC(C)C)c3c2)CC1,-8,11%
COC(=O)c1ccccc1NC(=O)CSc1nc(C)c(Cl)c(C)c1C#N,-22,-39%[inhibitor]
COc1cccc(-n2cc(C(=O)NCc3ccc(C)cc3)c3ccccc3c2=O)c1,-12,-42%[inhibitor]
Cc1cc(F)ccc1S(=O)(=O)Nc1cc2c(C(=O)O)c(C)oc2c2ccccc12,-7,-26%
O=C(CSc1ncc2c(n1)-c1ccccc1N(Cc1ccccc1)S2(=O)=O)Nc1ccccc1,7,14%
COc1cc(NC(=O)Cn2c(=O)ccc3cc(S(=O)(=O)N4CCCC4)ccc32)cc(OC)c1,3,-26%
COc1ccc(NC(=O)Cn2ccn(-c3ccccc3)c(=O)c2=O)cc1,2,i
COc1ccc(C(=O)Nc2nc3nc(C)c(Cc4ccccc4)c(=O)n3[nH]2)cc1OC,-17,i
Cc1ccc(-n2nc3c(N4CCC(C(=O)NC(C)c5ccccc5)CC4)nnc(C)c3c2C)cc1 (stereo unspecified),5,-20%
Cc1cccc(NC(=O)Cn2c(=O)c3cccn3c3ccccc32)c1C,10,-19%
COc1ccc(NC(=O)c2nnn(-c3ccc(C(C)C)cc3)c2C)c(OC)c1,15,i
O=C(Nc1ccc(O)c(-c2nc3ccccc3o2)c1)c1ccco1,-5,-4%
Cc1nnc(NC(=O)CSc2nccn2-c2cccc(Cl)c2)s1,-2,-34%[inhibitor]
CN(C1CCCCC1)S(=O)(=O)c1ccc2c(c1)c(=O)c(C(=O)NCc1ccc(F)cc1)cn2C,7,i
O=C1COc2ccc(-c3cc(-c4ccccc4)c4c(n3)-c3ccccc3OC4)cc2N1,0,-9%
Cc1ccc(-n2ncc(C(=O)NCCc3ccsc3)c2C2CCN(C(=O)OC(C)(C)C)CC2)c(C)c1,-7,-7%
CCN(CCCNC(=O)Cn1ncc2c([nH]c3ccccc32)c1=O)c1cccc(C)c1,7,i
COc1ccc(NC(=O)Cn2c(=O)n(-c3cc(C)cc(C)c3)c(=O)c3oc4ccccc4c32)cc1OC,-1,i
COC(=O)c1ccccc1NC(=O)c1sc2nc(C)cc(C)c2c1NC(=O)c1ccccc1Cl,6,-27%
Cc1nc2ccccc2n1CCc1nc2c3ccccc3nc(SCc3ccccc3F)n2n1,3,i
Cc1cc(NCc2ccc(Cl)cc2)n2cnnc2n1,-2,-29%
Cc1cc(C)cc(-n2ccn(Cc3ccc(F)cc3)c(=O)c2=O)c1,-10,i
O=C(NCCc1ccccc1)c1ccc2c(c1)N(Cc1ccc(F)cc1)C(=O)CS2,-7,-64%[inhibitor]

By substructure: the entries above containing a CF3 group (5)
mol,D3 ag,PTHR1 agonist
CN(CC(=O)Nc1cccc(C(F)(F)F)c1)S(=O)(=O)c1cccs1,-4,-33%[inhibitor]
O=C(Nc1cc(C(F)(F)F)ccc1Cl)c1cc(-c2ccc3c(c2)OCCO3)on1,2,-6%
CCCOc1ccc(-c2cc(C(F)(F)F)c(C#N)c(SCCC(=O)O)n2)cc1,2,i
CCOc1ccc(CCNC(=O)Cn2nnc(-c3ccc(C(F)(F)F)cc3)n2)cc1OCC,9,-3%
Cc1sc2ncn(CC(=O)N(C)c3cccc(C(F)(F)F)c3)c(=O)c2c1S(=O)(=O)N1CCN(c2ncccn2)CC1,1,-24%

Compound activity from PubChem.
